Screens: PubChem BioAssay, The Scripps Research Institute Molecular Screening Center
PAFAH1B3 inh: blocks human PAF acetylhydrolase 1B catalytic subunit 3; Q15102; recombinant PAFAH1B3, FP-rhodamine probe, fluorescence polarization; inhibition, % at 3.39 µM; 0.28% of 340,000 active; AID 492972;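 active = inhibition above the screen-wide average of all tested compounds plus 3 SD, cut at about 25% in these data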;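 also: 0% = enzyme with DMSO only and 100% = wells lacking PAFAH1B3 protein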
PAD4 FP inh: inhibitors of human PAD4; inhibition, % at 6.36 µM; recombinant PAD4, RCA probe fluorescence polarization; 0.41% of 330,000 active; Q9UM07;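 active = percent inhibition above a cutoff equal to the mean of all tested compounds plus 3 SD, cut at about 15% in these data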;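 also: 0% = PAD4 with RCA probe and DMSO and 100% = probe without PAD4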
PREPL inhibitor: inhibitors of human prolyl oligopeptidase-like enzyme PREPL | Q4J6C6 | recombinant PREPL, fluorescence polarization activity-based probe | inhibition, % at 5.96 µM | 0.68% of 320,000 active | AID 2751; in the data active = inhibition above about 43%;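 also: 0% = enzyme with DMSO and 100% = wells lacking enzyme; many of its hits are not listed in these tables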
LYPLA2 counter: counter-screen for PME1 inhibitors: inhibitors of human LYPLA2 | recombinant LYPLA2, FP-Rh probe fluorescence polarization | inhibition, % at 5.9 µM | 0.38% of 320,000 active | AID 2177;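 active = inhibition above the screen-wide mean plus 3 SD, limit set per campaign, cut at about 26% in these data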;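 also: 0% = LYPLA2 with DMSO and 100% = wells lacking LYPLA2 enzyme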
Target sequence (O95372 whole entry, looked up): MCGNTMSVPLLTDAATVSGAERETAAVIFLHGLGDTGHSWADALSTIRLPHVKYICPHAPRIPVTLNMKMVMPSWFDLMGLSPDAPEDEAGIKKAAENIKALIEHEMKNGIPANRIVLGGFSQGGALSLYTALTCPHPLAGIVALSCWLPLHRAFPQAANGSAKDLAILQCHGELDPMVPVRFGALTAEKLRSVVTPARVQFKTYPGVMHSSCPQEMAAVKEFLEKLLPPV
pPAFAH inh: pPAFAH (human) enzyme inhibition | 1.5% of 330,000 active | recombinant pPAFAH, FP-rhodamine probe fluorescence polarization | AID 463082 | Q13093 | inhibition, % at 3.39 µM;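 active = inhibition above the mean inhibition across the screen plus 3 SD, cut at about 25% in these data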;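 also: inhibitors block binding of the rhodamine activity-based probe so polarization drops; 0% = enzyme with DMSO and 100% = wells lacking pPAFAH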
Target sequence (Q13093 whole entry, looked up): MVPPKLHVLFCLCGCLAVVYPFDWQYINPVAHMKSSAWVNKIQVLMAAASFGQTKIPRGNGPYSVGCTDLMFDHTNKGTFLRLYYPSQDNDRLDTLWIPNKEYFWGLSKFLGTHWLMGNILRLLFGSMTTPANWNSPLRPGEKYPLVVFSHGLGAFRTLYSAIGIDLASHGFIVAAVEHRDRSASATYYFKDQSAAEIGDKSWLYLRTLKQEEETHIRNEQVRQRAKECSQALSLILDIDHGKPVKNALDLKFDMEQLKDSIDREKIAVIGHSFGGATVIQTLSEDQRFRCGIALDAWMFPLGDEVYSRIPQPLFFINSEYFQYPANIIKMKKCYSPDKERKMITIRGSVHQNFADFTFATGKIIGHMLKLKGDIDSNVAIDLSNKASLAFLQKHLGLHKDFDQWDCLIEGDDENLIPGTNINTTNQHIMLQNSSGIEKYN
GSTO1 counter: blocks human GSTO1 in RBBP9 counter-screen; P78417; recombinant GSTO1, activity-based probe fluorescence polarization; inhibition, % at 5.96 µM; 1.1% of 300,000 active;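 active = inhibition above the campaign mean inhibition plus 3 SD, cut at about 35% in these data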;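 also: 0% = GSTO1-1 with DMSO and 100% = wells lacking GSTO1-1 enzyme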
LYPLA1 counter: counter-screen for PME1 inhibitors: inhibitors of human LYPLA1 | O75608 | recombinant LYPLA1, FP-Rh probe fluorescence polarization | inhibition, % at 5.9 µM | 0.16% of 320,000 active | AID 2174;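 active = inhibition above the mean of all tested compounds plus 3 SD, set per campaign, cut at about 14% in these data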;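 also: inhibitors block serine hydrolase probe labeling of LYPLA1 so polarization falls; 0% = enzyme with DMSO and 100% = wells lacking LYPLA1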
PAFAH2 FP inh: PAFAH2 (human) inhibition; Q99487; inhibition, % at 3.39 µM; AID 492956; 0.99% of 340,000 active; recombinant PAFAH2, FP-rhodamine activity probe, fluorescence polarization;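 active = inhibition above the mean over all tested compounds plus 3 SD, cut at about 30% in these data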;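 also: inhibitors block probe labeling of enzyme so polarization drops; 0% = enzyme with DMSO and 100% = wells lacking PAFAH2 protein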
PAFAH1B2 FP inh: PAFAH1B2 (human) inhibition; recombinant PAFAH1B2, FP-rhodamine activity probe, fluorescence polarization; inhibition, % at 3.39 µM; 1.2% of 340,000 active;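 active = inhibition above the mean of all tested compounds plus 3 SD, cut at about 24% in these data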;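 also: 0% = enzyme with DMSO and 100% = wells lacking PAFAH1B2; many of its hits are not listed in these tables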
Target sequence (P68402 whole entry, looked up): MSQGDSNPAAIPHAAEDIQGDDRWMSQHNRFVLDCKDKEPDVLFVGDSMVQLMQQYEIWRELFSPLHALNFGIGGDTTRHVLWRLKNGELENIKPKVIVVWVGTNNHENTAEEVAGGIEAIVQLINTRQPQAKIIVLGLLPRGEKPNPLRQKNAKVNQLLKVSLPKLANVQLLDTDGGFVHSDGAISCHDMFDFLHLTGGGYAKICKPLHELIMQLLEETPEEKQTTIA
An asterisk follows results filed as active; . = no result given.

SMILES	PAFAH1B3 inh	PAD4 FP inh	PREPL inhibitor	LYPLA2 counter	pPAFAH inh	GSTO1 counter	LYPLA1 counter	PAFAH2 FP inh	PAFAH1B2 FP inh
Cc1cc(C)nc(N2CCC(C(=O)NNC(=O)c3ccccc3)CC2)n1	-10	3	-2	-2	6	2	-4	3	6
CN1CCN(S(=O)(=O)c2ccc(NC(=S)NC(=O)C3CC3)cc2)CC1	0	0	8	7	2	-5	-4	-3	7
COc1ccc(-c2cn(Cc3ccc(C(=O)NCc4ccc(C)cc4)cc3)c(C(C)N)n2)cc1 (configuration not stated)	6	-4	3	1	10	4	1	-3	-2
O=C(Nc1ccccc1)C1=C[C@@H](c2ccc(C(F)(F)F)cc2)C[C@@H](OCc2ccc(CO)cc2)O1	-13	-9	11	-24	1	-7	-8	-14	0
COC(=O)[C@H](Cc1ccccc1)NC(=O)C1(OC(C)=O)CC(OC(C)=O)C(OC(C)=O)C(OC(C)=O)C1 (some centres not stated)	5	-5	5	-1	0	-1	-3	-2	3
Cc1ccc(S(=O)(=O)N2CCCC(C(=O)Nc3ccc(NC(=O)c4ccccn4)cc3)C2)cc1 (configuration not stated)	6	3	1	5	5	1	3	-2	-2
COc1ccc(CCNC(=O)Cn2cnc3c(nnn3Cc3ccccc3F)c2=O)cc1OC	1	-3	8	7	1	-2	-2	2	0
COc1ccc(NC(=O)C2CC(c3ccc(OC)c(OC)c3)=NO2)cc1OC (configuration not stated)	2	-2	18	6	1	8	3	-4	2
CC(OC(=O)Cn1[nH]c(=O)c2ccccc2c1=O)C(=O)Nc1ccc(F)cc1Cl (configuration not stated)	6	-2	10	8	-4	3	3	-6	-2
Cc1ccc(/C(O)=C2\C(=O)C(=O)N(CC(C)O)C2c2cccc(F)c2)cc1 (configuration not stated)	4	0	-3	2	-3	1	-5	7	11
Cc1cc2c(c(=O)o1)C(CC(C)C)C(C#N)=C(N)O2 (configuration not stated)	-5	1	-4	-7	-6	-8	1	1	6
Cc1cc(C)cc(NC(=S)NCCN2CCOCC2)c1	0	-4	-4	-2	4	1	3	3	7
O=C(NC1CC1)C(=O)c1c[nH]c2ccccc12	3	2	-4	0	-5	3	-3	0	-2
CCN(C[C@H]1N[C@@](C)(C(=O)OC)[C@H]2C(=O)N(Cc3ccccc3)C(=O)[C@@H]12)S(=O)(=O)c1ccc(F)cc1	5	-9	10	.	-5	.	.	-2	5
CCn1c(SCC(=O)N2CCCc3ccccc32)nc2c(c1=O)SC(C)C2 (configuration not stated)	6	-5	22	4	4	11	-2	0	0
O=C(NCCCN1CCOCC1)c1ccc(N2CCOCC2)c([N+](=O)[O-])c1	8	-4	9	6	5	1	0	7	-1
Cc1cc(NCc2ccccc2)c2ccccc2n1	0	3	10	2	0	0	3	-7	-1
Cc1ccc2oc(=O)c3cnn(CC(=O)NCCN4CCOCC4)c3c2c1	3	1	0	-3	-5	-1	-3	6	3
CCC(C)n1c(SCC(=O)Nc2cc(C(C)(C)C)nn2-c2ccccc2)nc2ccccc2c1=O (configuration not stated)	12	4	6	-4	2	0	-4	3	2
N#CC1=C(SCc2ccccc2Cl)NC(=O)C(C(N)=O)C1 (configuration not stated)	10	3	-6	-5	-1	1	-2	8	4
CC1(C)CC(=O)C(C=NCCN2CCN(CCCCS(=O)(=O)O)CC2)=C(O)C1	3	-2	17	3	-3	6	-1	0	7
COC(=O)COc1ccc(/C=N/NS(=O)(=O)c2ccccc2)cc1	0	0	8	3	-4	9	-2	-205	2
Cc1ccc2cc(C3CC(c4ccco4)=NN3S(C)(=O)=O)c(Cl)nc2c1 (configuration not stated)	11	-2	-4	-4	-1	2	-2	-5	4
CC(=O)c1cccc(CN2CCCC(C(=O)Nc3cccc(-n4cccn4)c3)C2)c1 (configuration not stated)	3	-2	-2	-6	3	-1	-2	-1	-1
COc1ccc(-c2ccc(S(=O)(=O)NCC3CCCO3)cc2)cc1 (configuration not stated)	14	-10	-31	-14	4	-3	-4	0	4
Continued:
SMILES	PAFAH1B3 inh	PAD4 FP inh	PREPL inhibitor	LYPLA2 counter	pPAFAH inh	GSTO1 counter	LYPLA1 counter	PAFAH2 FP inh	PAFAH1B2 FP inh
O=C(NNC1=NCCCCC1)c1ccccc1	1	1	-7	1	3	-2	0	-4	6
COCCn1c(SCC(=O)NCc2ccco2)nnc1-c1c[nH]c2ccccc12	6	6	-11	-4	2	5	-3	-2	-2
O=C(COC(=O)c1cccnc1Cl)Nc1ccc2c(c1)OCO2	14	-3	1	-2	5	-10	0	75*	3
COc1ccccc1CNC(=O)Cc1csc(NC(=O)Nc2ccccc2OC)n1	1	-2	-17	-1	8	1	-3	2	3
O=C(c1ccc(S(=O)(=O)N2CCOCC2)cc1)N(c1ccccn1)C1CCCCC1	4	1	-5	1	-4	4	-5	-7	2
O=C(NCC1CCCO1)c1cccc2ccccc12 (configuration not stated)	8	2	-3	-2	1	6	1	9	0
O=C(COC(=O)C1CCN(S(=O)(=O)c2cccc3cccnc23)CC1)c1ccccc1	-12	-8	9	-2	6	3	-1	5	-2
O=C(c1ccccc1SCc1ccc(F)cc1)N1CCOCC1	10	-1	29	-4	3	-3	-1	4	-1
CCOc1ccc(NCc2nnc(SCC(=O)Nc3cc(C)on3)n2-c2ccccc2OC)cc1	-2	2	7	6	1	-2	4	0	4
S=c1[nH]ncn1/N=C/c1ccccn1	3	-3	13	19	3	1	4	-7	-3
Cc1[nH]c2ccccc2c1C(=O)CN1CCCCC1C (configuration not stated)	4	-4	7	-3	0	6	1	-10	-1
COC(=O)[C@H](Cc1c[nH]c2ccccc12)NC(=O)NCc1ccc(OC)c(OC)c1	8	-5	4	-8	1	3	-3	3	4
O=C(CNC(=O)c1ccc(Cl)cc1)Nc1ccccc1C(F)(F)F	6	0	3	0	0	6	-2	3	5
CN(C)c1nc2sc3c(c2c(=O)n1C)CC(C)(C)OC3	5	1	11	-9	-12	2	-3	5	0
O=C(NNC(=S)Nc1ccccc1)c1ccc(O)cc1	1	-4	7	-3	-3	3	0	3	6
CCCOc1ccc(C(O)CCNC(CC(=O)O)c2ccccc2)cc1 (configuration not stated)	2	7	-2	2	-1	7	-2	-1	-7
O=C(COc1ccccc1)c1cn(CC(=O)N2CCCC2)c2ccccc12	-4	-4	0	-3	-2	12	-4	-3	4
CC12CCC(C(=O)NCc3ccccc3Cl)(C(Br)C1=O)C2(C)C (configuration not stated)	3	2	13	-5	1	1	-8	-6	3
Cc1nc2ccccc2c2oc(C(=O)NCCCN3CCCC3=O)cc12	0	-4	-2	-4	1	1	1	4	-3
Oc1cccc2ccc(/C=C/c3ccccc3Cl)nc12	4	1	-9	-4	2	17	-5	-6	2
O=C(Cn1nnc(-c2cccc(C(F)(F)F)c2)n1)N1CCCCCC1	5	-9	8	-2	3	-10	1	7	7
O=C(O)c1ccc(-c2nc(-c3ccc(Cl)c(Cl)c3)cs2)cc1	-7	-1	-1	-3	3	-6	-16	-4	13
COc1cc(/C=N/n2c(COc3ccccc3)n[nH]c2=S)cc(OC)c1OC(C)=O	5	3	0	1	3	9	-2	10	7
BrC(/C=N/N1CCN(Cc2ccccc2)CC1)=C/c1ccccc1	7	2	-4	8	4	6	3	9	1
COc1ccc(-n2nc3c(c2NC(=O)c2c(-c4ccccc4Cl)noc2C)CS(=O)(=O)C3)cc1	-6	-5	3	3	-6	2	1	4	2
New compounds follow:
SMILES	PAFAH1B3 inh	PAD4 FP inh	PREPL inhibitor	LYPLA2 counter	pPAFAH inh	GSTO1 counter	LYPLA1 counter	PAFAH2 FP inh	PAFAH1B2 FP inh
COc1cccc(CN(C)CC(=O)Nc2ccccc2C(=O)Nc2ccccc2)c1OC	2	0	8	6	7	8	-2	4	-4
CC1CCN(CC(O)CN2c3ccccc3Sc3ccccc32)CC1 (configuration not stated)	5	-4	12	2	5	6	-1	4	2
O=C(O)c1ccc(S(=O)(=O)c2ccccc2)cc1	10	0	0	2	3	-3	-2	-4	18
C=CCNC(=O)c1ccc(Cl)cc1Cl	4	0	-3	1	1	-2	-2	-2	6
O=C(CN1CCCC1)N1c2ccccc2Sc2ccc(C(F)(F)F)cc21	0	-3	-2	4	6	0	0	-4	6
Cc1nn(C)c(C)c1S(=O)(=O)N1CCCC(C(=O)N2CCN(c3ccccc3)CC2)C1 (configuration not stated)	-2	2	22	6	6	-3	1	7	10
CN(C(=O)COC(=O)/C=C/c1cccc([N+](=O)[O-])c1)C1CCS(=O)(=O)C1 (configuration not stated)	11	0	32	7	2	-1	3	-6	2
CNC(=S)N/N=C(\C)c1ccc2c(c1)OCCO2	5	-3	1	-1	-8	1	-1	-5	6
CCOC(=O)C1CC2CC(C1)CN(C(=O)C1CCCCC1)C2 (configuration not stated)	6	-2	8	1	3	1	1	0	7
O=C(CCC(=O)N1CCN(S(=O)(=O)c2ccc(Cl)cc2)CC1)Nc1cccc(Br)c1	0	3	-1	-4	13	-1	-4	17	7
COc1cc(OC)cc(C(=O)OCc2ccc([N+](=O)[O-])cc2)c1	0	-4	7	-1	8	-9	1	-2	5
COc1ccc(C(=O)NC(=S)N2CCCc3ccccc32)cc1OC	1	3	3	1	4	2	0	-2	0
COc1ccc(/C=N\n2nnc3ccccc32)cc1	2	-1	-4	-3	-2	-7	-1	-4	5
O=C(NCc1ccccn1)C(=O)Nc1ccccc1	1	-6	-8	7	-3	-1	1	-4	-1
CCOc1ccc(NC(=O)CC2C(=O)N(c3ccc(OC)cc3)C(=O)N2CCc2ccc(OC)c(OC)c2)cc1 (configuration not stated)	0	-4	17	-2	-1	-2	-1	-6	0
Nc1ccc2nc(CCCCCCc3nc4ccc(N)cc4[nH]3)[nH]c2c1	1	-16	42	0	8	3	1	-3	3
COc1ccc(-c2noc(-c3ccoc3C)n2)cc1	0	1	8	-9	-7	-3	-5	-5	0
CN(C)S(=O)(=O)Nc1ccc(Br)cc1F	7	0	-7	3	-11	-6	0	4	-2
CN(CC1COCCO1)c1nc2nonc2nc1N1CCSCC1 (configuration not stated)	9	1	1	6	2	4	-1	0	-1
C[C@@H](C(=O)Nc1ccc2c(c1)OCO2)n1c(=O)[nH]c2ccccc2c1=O	3	1	22	-1	3	8	1	10	2
N#Cc1ccccc1NC(=O)Nc1ccccc1	3	-3	6	-1	0	-6	-2	8	-1
CC(=O)Nc1ccc(S(=O)(=O)NCc2ccc(C(=O)NCc3ccc(Cl)cc3)cc2)cc1	-5	2	-6	-15	0	-10	-7	-11	-4
O=C(/C=C/c1ccco1)NCc1ccc2c(c1)OCO2	3	-2	-5	-2	-1	5	-3	8	3
CC(C)CN1C(=O)NC(NC(=O)c2cccs2)(C(F)(F)F)C1=O (configuration not stated)	10	-4	6	2	4	7	2	2	8
CC1CC(C)CN(CCCNC(=O)CN2C(=O)c3cccnc3Oc3ccc(Cl)cc32)C1 (configuration not stated)	10	-4	-5	6	-5	5	1	1	3

These rows are one share of the data (hit frequency here may not be typical).
